Growth percent in the NCI-60 one-dose screen (48 h, 10 µM unless noted): 100 = growth as untreated, 0 = no growth, -100 = all killed.
HOP-92: HOP-92 NSCLC cells; AID 1794738; 71,000 compounds, 6.3% hits
K-562: K-562 leukemia; 78,000 compounds, 7.4% hits; AID 1794777
HOP-62: HOP-62 NSCLC | 80,000 compounds, 3.9% hits
SR: SR leukemia cells | 73,000 compounds, 8.7% hits | AID 1794780
RPMI-8226: RPMI-8226 leukemia cells | 77,000 compounds, 7.5% hits
MOLT-4: MOLT-4 leukemia cells | AID 1794779 | 80,000 compounds, 6.9% hits
MDA-MB-435: MDA-MB-435 melanoma. AID 1794794. 82,000 compounds, 7.8% hits
CCRF-CEM: CCRF-CEM leukemia | 77,000 compounds, 7% hits | AID 1794778
Starred values were filed as active, the others as inactive; x = not tested or not shown; & = joins results of further samples. The calls were made as follows: active = growth percent below 10; inactive = the rest.

Below each compound: MOLT-4 | CCRF-CEM | MDA-MB-435 | SR | HOP-92 | RPMI-8226 | K-562 | HOP-62
> NNC(=O)C1CCCCN1 (stereo not given)
    102 | 91 | 101 | 93 | x | 110 | 92 | 93
> CCN(CC)CCCC(C)N/C(=C1\C(=O)NC(=O)\C1=C(/NC(C)CCCN(CC)CC)c1cccc(OC)c1)c1cccc(OC)c1 (stereo not given)
    -11* | -28* | -82* | -25* | -1.2* | -36* | -25* | -6.9*
> CCSc1nc(-c2cc(OC)ccc2OC)cc(-c2ccc(OC)cc2)c1C#N
    90 | 93 | 86 | 79 | 71 | 87 | 98 | 85
> CCC1(C)C=C2CCC3C(C)(C(=O)O)CCCC3(C)C2CC1 (stereo not given)
    98 | 101 | 109 | 96 | 99 | 102 | 107 | 99
> O=c1cc(-c2ccccc2)[nH]c2c1CCCC2
    41 | 33 | -13* | 31 | 47 | 21 | 23 | 29
> COc1cc(/C=C/C(=O)c2ccccc2)ccc1Oc1nc(Nc2ccc(F)cc2)nc(N(C)C)n1
    7.1* | 9.2* | 25 | 1.4* | 29 | -8.6* | 6.4* | 78
> CCOc1cc(F)c([N+](=O)[O-])cc1[N+](=O)[O-]
    9.2* | 10.0* | 37 | x | 72 | 24 | 0.7* | 94
> COc1ccc(-c2ccc(/C=N/NC(=O)c3[nH]c4ccc(Br)cc4c3-c3ccccc3)s2)cc1
    88 | 88 | 107 | x | 120 | 58 | 88 | 96
> O=C(O)C(O)[C@H](O)[C@H](O)[C@H](O)[C@H](O)CO (stereo not given in full)
    x | 94 | 103 | x | 57 | x | 105 | 96
> COC(=O)c1c(C(=O)OC)c2ccc3c4ccccc4ccc3n2c1C(=O)C(Br)Br
    65 | 59 | 97 | 36 | 109 | 72 | 57 | 115
> O=C1OC(=O)c2cc([N+](=O)[O-])ccc21
    97 | 100 | 105 | 91 | 102 | 103 | 103 | 105
> CC(C)(C)OC(=O)NCCc1ccc(N)cc1
    93 | 85 | 101 | 100 | 88 | 91 | 101 | 96
> CCOC(=O)C1=C(C)N=C2Sc3ccccc3N2C1c1ccccc1 (stereo not given)
    87 | 86 | 102 | 84 | 75 | 73 | 73 | 101
> O=C(c1ccc(Cc2n[nH]c(=O)c3cccnc23)cc1)N1CCOCC1
    107 | 102 | 106 | 98 | 107 | 105 | 104 | 96
> COc1ccc2nc3c(c(NCCCN(C)C)c2c1)CCCC3
    85 | 94 | 102 | 81 | x | 83 | 77 | 88
> O=C(/C=C/c1coc(-c2ccc(Cl)cc2)n1)c1ccc(Cl)cc1
    89 | 90 | 107 | 65 | 95 | 78 | 82 | 74
> CCN1OC(=O)N(c2ccccc2)C1c1ccccc1 (stereo not given)
    101 | 100 | 104 | 110 | 108 | 108 | 103 | 108
> Cc1cc(C)cc(-n2nnc3ccccc3c2=O)c1
    95 | 98 | 104 | 105 | 100 | 103 | 104 | 103
> CSc1nc2ccc(C)cc2cc1/C=[N+](\[O-])c1ccccc1
    49 | 49 | 78 | x | 48 | 46 | 31 | 66
> NC(=O)c1ccc(N2CCCC2)nc1
    98 | 100 | 105 | 95 | 102 | 108 | 105 | 101
> CCOC(=O)C(CCc1ccc([N+](=O)[O-])cc1)(CCc1ccc([N+](=O)[O-])cc1)C(=O)OCC
    x | 89 | 103 | 92 | 80 | 90 | 99 | 90
> O=C(N/N=C\c1ccc(O)cc1)c1ccc2nc(-c3ccc([N+](=O)[O-])cc3)[nH]c2c1
    96 | 106 | 104 | x | 118 | x | x | 87
> CS(C)(O)NC(N)=O
    88 | 111 | 93 | 92 | 105 | 133 | 106 | 96
> Cn1c2nc(=O)[nH]c(=O)c-2cc2ccccc21
    113 | 90 | 113 | 123 | x | 112 | 116 | 106
> CCCCCC(=O)OC(C)COc1ccccc1 (stereo not given)
    97 | 89 | 110 | 96 | 81 | 97 | 108 | 104
> NC(=O)c1nn(-c2ccccc2)nc1N1CCOCC1
    96 | 99 | 101 | x | 101 | 113 | 97 | 101
> O=C(O)c1cc(O)c2c(c1)[C@@H]([C@H]1c3cc(C(=O)O)cc(O)c3C(=O)c3c(O[C@H]4O[C@H](CO)[C@@H](O)[C@H](O)[C@H]4O)cccc31)c1cccc(O[C@H]3O[C@H](CO)[C@@H](O)[C@H](O)[C@H]3O)c1C2=O
    91 | 108 | 103 | x | x | 87 | 99 | 86
> C[C@@]12Oc3c4c(cc5cc6ccccc6nc35)C[C@H]3C(C5CC5)CC[C@]41[C@@]3(O)CCC2=O (stereo not given in full)
    100 | 103 | 104 | 90 | 88 | 101 | 92 | 89
> CN(C=O)c1cc([N+](=O)[O-])ccc1OCc1ccccc1
    89 | 96 | 91 | 94 | 101 | 108 | 98 | 107
> O=c1[nH]c(=S)[nH]c2c1CN(CCCN1CCN(CCCN3CNc4[nH]c(=S)[nH]c(=O)c4C3)CC1)CN2
    126 | 112 | 110 | x | 113 | 135 | 139 | 97
> CS(=O)(=O)c1ccc(N2N=C(c3ccc(NC(=O)Nc4ccccc4)cc3)CC2c2ccc(Br)cc2)cc1 (stereo not given)
    64 | 84 | 101 | 71 | 90 | 71 | 64 | 98
> CN(C)CCC(=O)C1=CC[C@H]2[C@@H]3CC=C4C[C@@H](O)CC[C@]4(C)[C@H]3CC[C@]12C
    71 | 77 | 76 | 36 | 106 | 84 | 82 | 109
> Cn1c(=S)sc2nc3ccccc3n2c1=S
    98 | 77 | 103 | 85 | 86 | 88 | 96 | 85
> CCCCc1nc(Cl)c(C2CC(c3cc(OC)c(OC)c(OC)c3)=NN2c2ccc(Cl)cc2)[nH]1 (stereo not given)
    78 | 95 | 90 | 91 | 88 | 76 | 82 | 93
> O=C1OC2Cc3cc(Cl)ccc3NC1C2 (stereo not given)
    96 | 98 | 109 | 116 | 95 | 99 | 104 | 92
> O=C1C(Cl)=C(NCc2ccccc2)C(=O)c2ccccc21
    91 | 74 | 101 | 95 | 47 | 58 | 70 | 85
> CCOC(=O)/C=C1\S/C(=N\Nc2ccc([N+](=O)[O-])cc2[N+](=O)[O-])N(CC)C1=O
    96 | 87 | 99 | x | 79 | 92 | 84 | 105
> Cc1ccc2nc(NC(=O)CSc3nc(NN=Cc4ccccc4)c(C#N)c(-c4ccccc4)n3)sc2c1
    70 | 93 | 99 | 94 | 99 | 82 | 79 | 88
> CCOc1cccc(/C=N/NC(=O)c2ccc(Nc3ccnc(C(F)(F)F)c3)cc2)c1O
    31 | -31* | 40 | 69 | 18 | -24* | x | -9.2*
> O=C(O)COCCOCC(=O)O
    110 | 107 | 109 | 106 | 88 | 111 | 105 | x
> C=C(C)[C@@H]1CC[C@]2(C(=O)NCC(=O)O)CC[C@]3(C)[C@H](CC[C@@H]4[C@@]5(C)Cc6c([nH]c7ccccc67)C(C)(C)[C@@H]5CC[C@]43C)[C@@H]12
    78 | 73 | 87 | x | 81 | 80 | 72 | 59
> Nc1c2c(c(O)c3c1=C(CO)C=N3)=NCCS2
    -25* | 6.1* | -82* | 3.0* | -71* | -31* | -33* | -79*
> O=C(CCCCCNC(=O)c1cc(=O)c(O)co1)Nc1ccccc1
    106 | 95 | 100 | 101 | 100 | 96 | 95 | 115
> O=C1CSC(c2ccccc2Br)N1n1cnnc1 (stereo not given)
    101 | 101 | 98 | 93 | 92 | 102 | 101 | 100
> CS(=O)(=O)c1ccc(N)cc1
    110 | 94 | 116 | 109 | 70 | 91 | 117 | 102
> COc1ccc(/C(N)=N/C(N)=N/c2nc3ccccc3s2)cc1
    75 | x | 20 | 13 | 86 | 44 | 33 | 25
> O=S(=O)(NCCNc1nccc(-c2c(-c3ccc(F)cc3)nc3sccn23)n1)c1ccc(C(F)(F)F)cc1
    84 | x | 64 | 76 | x | 94 | 82 | 80
> O=c1[nH]c(=O)c2[nH]cnc2[nH]1
    98 | 101 | 120 | 101 | 99 | 106 | 102 | 105
> CN1CCN(c2nc(NCCNc3ccnc4cc(Cl)ccc34)c3ccccc3n2)CC1
    6.2* | 3.2* | -11* | -23* | 53 | 3.8* | -14* | 14
> CCCCOc1nc2ccc([N+](=O)[O-])cc2s1
    94 | 109 | 102 | 94 | 57 | 94 | 103 | 91
> O=C(C(=Cc1ccc(F)cc1)C(=O)c1ccccc1)c1ccccc1
    101 | x | 88 | x | 88 | 91 | 101 | 104
> COc1cc2c(cc1OC)/C(=C/c1sc(=S)[nH]c1O)C(C(=O)O)=N2
    110 | 96 | 108 | 118 | 89 | 94 | 109 | 100
> CS(=O)(=O)OCC1CCCO1 (stereo not given)
    96 | 91 | 104 | 91 | 106 | 103 | 92 | 109
> CCCCCOC(=O)c1nc(NCC2CCCCC2)sc1N
    55 | 57 | 110 | 111 | 100 | 97 | 71 | 113
> O=C(OCc1ccc2cccc(O)c2n1)N1CCN(C(=O)c2cc3cc(F)ccc3[nH]2)CC1
    -17* | 3.8* | -90* | -9.3* | -76* | -26* | 2.0* | -30*
> O=C1OC(=O)c2c(I)c(I)c(I)c(I)c21
    97 | 48 | 111 | 103 | 110 | 124 | 100 | 103
> CC(C)Cc1ccc(CC(C)C)c(O)c1
    103 | 104 | 106 | x | x | 99 | x | 99
> COc1ccc(-c2ccc3c(=O)n(C)c(SC)nc3n2)cc1
    73 | 91 | 104 | 90 | 87 | 103 | 90 | 87
> CS(=O)(=O)c1ccc(-c2nn(-c3ccccc3)cc2/C=C/C(=O)c2ccc(O)cc2)cc1
    89 | 80 | 48 | 98 | 118 | 94 | 41 | 95
> Cc1cc2ccccc2[n+](C)c1-c1ccccc1Cl
    86 | 70 | 78 | 78 | 54 | 43 | 56 | 87

Further compounds follow:
Below each compound: MOLT-4 | CCRF-CEM | MDA-MB-435 | SR | HOP-92 | RPMI-8226 | K-562 | HOP-62
> O=c1oc2ccc3ccccc3c2cc1-c1ccn[nH]1
    86 | x | 98 | 66 | 89 | 86 | 88 | x
> Cc1cc(C)c(S(=O)(=O)Cl)c(C)c1
    89 | 89 | 112 | 88 | x | 102 | 98 | 97
> c1ccc(Cc2ccncc2)cc1
    95 | x | 110 | 89 | x | x | 101 | 95
> CC(=O)N1N=C(c2ccc(C)cc2)CC1c1cn(Cc2ccc(Cl)cc2)c2ccccc12 (stereo not given)
    59 | 71 | 85 | 56 | 78 | 57 | 51 | 78
> COc1ccc(CNCCCN2C(=O)c3ccc4c5c(ccc(c35)C2=O)C(=O)N(CCCNCCCCNCCCN)C4=O)c(OC)c1OC
    14 | 17 | -39* | 6.0* | 52 | 40 | 6.8* | 19
> COc1ccc(Nc2cc(NC(=O)CNc3cc(OC)c(Cl)c(OC)c3Cl)ncn2)cc1
    52 | 89 | 74 | 78 | 74 | 63 | 74 | 83
> O=C1N=c2ccccc2=C/C1=C\c1sc(=O)[nH]c1O
    103&103 | 101&104 | 107&107 | 103&99 | 107&100 | 98&99 | 104&86 | 100&100
> Cc1ccc(Cl)cc1NC(=O)c1sc2nc3c(cc2c1N)C(=O)CCC3
    85 | 49 | -3.0* | 69 | 57 | 95 | 34 | 61
> COc1cc(-c2csc(NC(=O)Nc3cccc(C(F)(F)F)c3)n2)cc(OC)c1OC
    18 | 28 | 57 | 67 | 48 | 19 | 32 | 64
> Cc1cc2c(C(C)C)c(O)c(O)cc2c2c1-c1c(C)cc3c(C(C)C)c(O)c(O)cc3c1OP(=O)(O)O2
    95 | 89 | 100 | 96 | 96 | 101 | x | 89
> O=C(N/N=C/c1ccnc2ccccc12)c1cc(O)c(O)c(O)c1
    100 | 101 | 112 | 98 | x | 101 | 108 | 106
> O=C(O)c1cn(C2CC2)c2cc(N3CCN(C(=O)c4ccccc4O)CC3)c(F)cc2c1=O
    102 | 96 | 99 | 95 | 89 | 103 | 91 | 83
> CCCc1cc(=O)[nH]c(-n2nc(C)cc2C)n1
    25 | 21 | 47 | 14 | 18 | 59 | 19 | 35
> CCCC1CC(C(=O)NC(C(C)Cl)C2OC(SC)C(O)C(O)C2O)N(C)C1 (stereo not given)
    84 | 103 | 108 | 94 | 84 | 101 | 97 | 94

Filtered by structure, the entries above containing a Cl atom
Below each compound: MOLT-4 | CCRF-CEM | MDA-MB-435 | SR | HOP-92 | RPMI-8226 | K-562 | HOP-62
> O=C(/C=C/c1coc(-c2ccc(Cl)cc2)n1)c1ccc(Cl)cc1
    89 | 90 | 107 | 65 | 95 | 78 | 82 | 74
> CCCCc1nc(Cl)c(C2CC(c3cc(OC)c(OC)c(OC)c3)=NN2c2ccc(Cl)cc2)[nH]1 (stereo not given)
    78 | 95 | 90 | 91 | 88 | 76 | 82 | 93
> O=C1OC2Cc3cc(Cl)ccc3NC1C2 (stereo not given)
    96 | 98 | 109 | 116 | 95 | 99 | 104 | 92
> O=C1C(Cl)=C(NCc2ccccc2)C(=O)c2ccccc21
    91 | 74 | 101 | 95 | 47 | 58 | 70 | 85
> CN1CCN(c2nc(NCCNc3ccnc4cc(Cl)ccc34)c3ccccc3n2)CC1
    6.2* | 3.2* | -11* | -23* | 53 | 3.8* | -14* | 14
> Cc1cc2ccccc2[n+](C)c1-c1ccccc1Cl
    86 | 70 | 78 | 78 | 54 | 43 | 56 | 87
> Cc1cc(C)c(S(=O)(=O)Cl)c(C)c1
    89 | 89 | 112 | 88 | x | 102 | 98 | 97
> CC(=O)N1N=C(c2ccc(C)cc2)CC1c1cn(Cc2ccc(Cl)cc2)c2ccccc12 (stereo not given)
    59 | 71 | 85 | 56 | 78 | 57 | 51 | 78
> COc1ccc(Nc2cc(NC(=O)CNc3cc(OC)c(Cl)c(OC)c3Cl)ncn2)cc1
    52 | 89 | 74 | 78 | 74 | 63 | 74 | 83
> Cc1ccc(Cl)cc1NC(=O)c1sc2nc3c(cc2c1N)C(=O)CCC3
    85 | 49 | -3.0* | 69 | 57 | 95 | 34 | 61
> CCCC1CC(C(=O)NC(C(C)Cl)C2OC(SC)C(O)C(O)C2O)N(C)C1 (stereo not given)
    84 | 103 | 108 | 94 | 84 | 101 | 97 | 94

High-throughput results as filed in PubChem.

An unsorted share of the library. About 14% of those tested had a hit in this group.
